Dynein cargo inh – blocks dynein driven cargo transport along microtubules | 220,000 tested, 0.47% active | z-score, hits read low | 3617.4 mouse cells, GR-EGFP nuclear translocation imaging; test concentration mostly 20 µM; stimulated with dexamethasone, 1 µM; hits give low values;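 active means plate z-score of nuclear minus cytoplasmic receptor signal below a set negative limit, without overly bright fluorescence or cell loss, cut at about -3.5 in these data, passing the limit was not always enough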;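 further: z-score of nuclear minus cytoplasmic ring GR-EGFP intensity difference per well; some compounds called inactive have numbers as strong as hits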
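Buffer or medium: Induction medium lacking tetracycline, stripped serum | Also added: Dexamethasone agonist, 1.0 µM final, for 30 min | Timing: 48 h induction, 1 h compound, 30 min dex at 37 °C | Detection: Formaldehyde fixation, Hoechst nuclear stain, 10x automated fluorescence imaging | Measure: Nuclear versus cytoplasmic GR-EGFP signal, averaged per well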
ER stress rescue – protection against thapsigargin-triggered cell killing – 384-well, CSM14.1, ATP luminescence, primary screen (AID 1222) | cellular ATP content (survival), % at 20 µM; hits with a dose series show EC50 in µM | CSM14.1 thapsigargin-induced death rescue, ATP luminescence; higher % means a stronger effect | 190,000 tested, under 10 active;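 active means EC50 below 50 µM in the dose-response confirmation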;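 further: death triggered by thapsigargin at about 15 µM added after 2 h compound pretreatment; cell ATP read after overnight thapsigargin exposure of roughly 18 to 22 hours; normalized against plate controls of thapsigargin alone and 5% DMSO vehicle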
M17LAP inhibition – P. falciparum M17LAP inhibitors, primary screen, biochemical, fluorogenic H-Leu-NHMec substrate, 1536-well (AID 1619). recombinant M17LAP, H-Leu-NHMec fluorogenic kinetic assay; higher % means a stronger effect. inhibition, % at 30 µM; hits with a dose series show IC50 in µM. 220,000 tested, 0.38% active;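 active means compound inhibiting the enzyme by more than half at any dose during confirmatory dose-response retesting; inconclusive means strong single-dose inhibitors picked by rank but not retested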;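 further: plate controls were full reaction with DMSO carrier for no effect and no enzyme background for full effect; strong numbers were not always called active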
MT stabilizer – microtubule stabilization, imaging screen. HeLa tubulin immunostaining HCS, 24 h; share of cells brighter than vehicle mean+2SD. % tubulin-high responders, % at 10 µM. 200,000 tested, 0.83% active;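 active means plate Z-score above 3 for both tubulin-high and condensed-nucleus cell shares, with cell loss under 80%, at 10 µM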;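 further: anti alpha tubulin signal scored within the nucleus-defined area of each cell; some results filed as inactive read as strong as hits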
UTI89 phage lysis – inhibition of K1F phage lysis, E. coli UTI89, bacterial capsule biogenesis inhibitors, alamar blue (AID 488966); E. coli UTI89 K1F phage lysis, alamar blue, 2 h; higher % means a stronger effect; inhibition, % at 100 µM, or IC50 in µM where a hit was titrated; 340,000 tested, 0.02% active;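 active means phage lysis inhibition, versus mean bacterial control, above a set limit; inconclusive means no clear call, values can overlap the other calls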;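 further: capsule biogenesis inhibitors block K1F phage lysis so surviving cells raise fluorescence; higher fluorescence means more inhibition of phage lysis; actives were called in the ten point dose series up to 300 µM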
Autophagy HCS – modulators of autophagy; MEF GFP-LC3 puncta imaging; test concentration mostly 10 µM; calls only at 10 µM (by protocol); 190,000 tested, 0.98% active; AID 463193;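 active means percentage of spot-positive cells more than 3 SD above its plate mean, without a fluorescence outlier flag or 80% toxicity; inconclusive means no clear call, values can overlap the other calls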;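 further: spot-positive cell cutoff set from DMSO-treated cells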
M1AAP inhibition – malaria alanyl aminopeptidase activity blockers – biochemical, fluorogenic H-Leu-NHMec substrate, 1536-well (AID 1445); 220,000 tested, 0.42% active; recombinant M1AAP, H-Leu-NHMec fluorogenic kinetic assay; higher % means a stronger effect; one-dose inhibition, % at 30 µM; IC50 in µM for titrated hits;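 active means primary inhibition above the hit cutoff, then over 50% inhibition at one or more dose response concentrations, cut at about 23% in these data, passing the limit was not always enough; inconclusive means conflicting primary data, or primary hits not chosen for dose response; inactive means low primary inhibition, or under 50% at every dose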;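 further: plate controls were DMSO full reaction for no effect and no enzyme background for full effect; strong numbers were not always called active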
bCat nuc transl – modulators of beta-catenin nuclear translocation; AID 1665; 190,000 tested, 0.3% active; nuclear translocation activity, % at 5 µM; HeLa beta-catenin nuclear translocation, immunofluorescence imaging;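 active means nuclear translocation activity above 50% at 5 µM, with a well cell count of 50 or more; inconclusive means wells under 50 cells across six images, flagged as toxic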;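 further: per-cell ratio of nuclear to cytoplasmic median beta-catenin stain intensity; plate controls were DMSO negative control for no effect and GSK-3 inhibitor IX positive control for full effect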
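assay system = human HeLa cells, endogenous beta-catenin | times = compound treatment 24 h, 37°C, 5% CO2 | detection = Anti-beta-catenin immunofluorescence on PFA-fixed, Triton-permeabilized cells, DAPI nuclei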
Insulin prom up – MIN6 insulin promoter up-regulation; z-score at 5 µM; 190,000 tested, 0.3% active; MIN6 insulin promoter-GFP reporter, high-content imaging; hits give high values;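 active means z-score above 3 at 5 µM with at least 500 cells counted in the well; inconclusive means wells under 500 cells, flagged as cytotoxic or low count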
Dynein cargo inh cytoplasmic EGFP – also measured in Dynein cargo inh; calls as there; z-score; measured here: cytoplasmic GR-EGFP intensity; hits give high values
Dynein cargo inh nuclear GR-EGFP – also measured in Dynein cargo inh; calls as there; z-score; measured here: nuclear GR-EGFP intensity;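 lower value marks the stronger effect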
Dynein cargo inh cell count – also measured in Dynein cargo inh; calls as there; z-score; measured here: cell count per field
Insulin prom up cell count – further read-out of Insulin prom up, marked with its call; cell count; measured here: cytotoxicity, nuclei count;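 total cells summed across four imaged fields per well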
bCat nuc transl cell count 5 µM – also measured in bCat nuc transl; calls as there; cell count; measured here: cell count, cytotoxicity flag
MT stabilizer Hoechst-high % – recorded beside MT stabilizer, whose call it bears; % Hoechst-high responders; measured here: nuclear condensation Hoechst responders;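 share of cells brighter than vehicle mean plus two SD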
MT stabilizer cytotoxicity % – recorded beside MT stabilizer, whose call it bears; toxicity, %; measured here: cytotoxicity by cell density;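 0% = mean cell density of plate MIN control wells and 100% = no cells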
Autophagy HCS cell loss 18 h – also measured in Autophagy HCS; calls as there; toxicity, %; measured here: cell loss, nuclei count;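 cell loss after 18 h compound exposure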
The depositor's hits bear a star; i = inactive; ? = inconclusive; . = no result given; [ ] = remark or other dose.

SMILES	Dynein cargo inh	Dynein cargo inh cytoplasmic EGFP	Dynein cargo inh nuclear GR-EGFP	Dynein cargo inh cell count	ER stress rescue	M17LAP inhibition	MT stabilizer	MT stabilizer Hoechst-high %	MT stabilizer cytotoxicity %	UTI89 phage lysis	Autophagy HCS	Autophagy HCS cell loss 18 h	M1AAP inhibition	bCat nuc transl	bCat nuc transl cell count 5 µM	Insulin prom up	Insulin prom up cell count
CCOC(=O)N1CCN(C(=O)c2cn(-c3ccc(C)c(C)c3)c(=O)c3ccccc23)CC1	-0.38	-0.2	0.02	-0.13	1.2%	13%	5.4	1.7	11	1.3%	i	-10	-1%	1.5	1062	0.08	1298
Cc1cc[n+](-c2nc3ccccc3nc2C(=C=[N-])C#N)cc1	-1.1	-0.11	-0.39	0.27	-2.0%	7%	3.0	2.1	1.9	0.4%	i	-1	5%	0.0	1413	0.72	1502
CCOC(=O)c1cc(-c2cccc([N+](=O)[O-])c2)n[nH]1	0.78	-0.099	1.2	-0.89	1.9%	-4%	2.0	1.7	4.4	0.2%	i	2	1%	3.3	867	-0.33	1803
CCOc1ccc(-n2c(C)nc3c(cnn3-c3ccc(Cl)cc3)c2=O)cc1	0.21	-0.051	0.015	-0.16	-0.1%	6%	4.1	2.1	5.3	-0.4%	i	4	-2%	.	.	-0.31	1332
Cc1cccc(C)c1NC(=O)CCCSc1nnc(-c2ccc(F)cc2)n1-c1ccccc1	2.7	0.63	1.7	-2	2.8%	20%	2.6	2.3	0.5	2.9%	i	14	1%	0.0	984	0.1	1404
CCC(Sc1nnc(-c2ccc(C)c(Cl)c2)n1CC)C(=O)Nc1nccs1 (stereo unspecified)	0.21	0.13	0.58	0.22	1.9%	-10%	6.0	3.3	2.6	-0.7%	i	-15	-4%	-0.8	905	-0.6	1278
COc1ccc(C)cc1C(=O)CCC(=O)NC1CCCCC1	0.61	0.61	1.1	-1.9	-0.9%	2%	2.9	2.5	7.6	-0.1%	i	-1	3%	-1.4	1077	0.52	1279
CC(=O)Nc1ccc(Nc2cc(C)nc3c(-c4ccccc4)c(C)nn23)cc1	0.32	-0.32	-0.18	0.32	1.2%	-8%	5.2	2.0	12	3.0%	i	7	8%	0.8	1054	-0.38	1409
O=C(NCCN1CCN(c2ccccc2)CC1)C1(S(=O)(=O)c2ccc(Cl)cc2)CC1	-0.026	-0.18	0.32	0.21	.	5%	1.6	4.2	13	-1.1%	i	-14	12%	-2.1	1044	1.9	1779
CCOc1ccc(S(=O)(=O)Nc2nc3cc(OC)ccc3s2)cc1	-0.21	-0.22	0.1	1.6	0.2%	-4%	1.2	1.4	12	-5.5%	i	-8	4%	.	.	0.25	981
C=CCc1cccc2cc(NC(C)=O)c(=O)oc12	-0.6	-0.24	-0.56	-0.29	-1.3%	-5%	1.4	1.9	8.7	5.4%	i	-9	9%	.	.	-0.18	1289
Cc1ccccc1-c1nc(SCc2ccccn2)c2c(=O)n(C)c(=O)n(C)c2n1	1.7	-0.31	1.2	-0.11	2.4%	-4%	2.9	3.5	4.6	3.7%	i	26	-2%	0.0	1016	1.2	1483
COc1ccc(-c2nnc(SCc3nnc(-c4ccccc4)o3)n2-c2ccccc2)cc1	-0.94	-0.38	-0.49	0.15	-1.2%	-3%	1.5	1.5	13	-0.1%	i	9	-5%	0.2	1127	-0.51	1063
CCc1cccc(NC(=O)Cn2cc(C=O)c3ccccc32)c1	-1	-0.23	-0.45	0.068	-0.4%	0%	4.1	2.2	7.1	0.1%	i	7	0%	.	.	-0.92	842
CC(C)N(CCn1cnc2c([nH]c3ccccc32)c1=O)C(C)C	-0.055	-0.25	-0.43	0.53	.	-2%	.	.	.	0.3%	.	.	-2%	-1.2	1388	-0.05	1129
Cc1ccc(S(=O)(=O)c2n[nH]n3c2nc(=O)c2ccccc23)cc1	-0.2	-0.24	0.06	0.34	-0.6%	34%	2.1	1.6	8.3	0.1%	i	4	-7%	-4.1	871	0.37	1607
O=C1NC(=S)S/C1=C\c1ccc(SCc2ccco2)o1	0.94	-0.11	0.19	-1.6	-1.4%	41%	8.7	2.3	4.0	-0.1%	i	3	?	1.2	940	.	.
Cc1ccnc2nc(C(=O)NCc3cccs3)nn12	-0.26	-0.2	-0.015	0.22	0.0%	-1%	1.5	1.0	3.6	0.1%	i	-5	-5%	-1.2	1202	0.09	1169
CN(C)/C=N/C(=S)Nc1ccccc1F	0.18	-0.23	0.36	0.39	-2.2%	10%	2.3	1.6	4.9	-0.2%	i	1	4%	-1.2	1188	0.4	1248
O=C(NNC1=C(C(=O)C(F)(F)F)CCC1)c1ccccc1Cl	-0.057	-0.37	0.14	0.8	-0.8%	6%	1.7	1.3	5.5	0.6%	i	4	4%	.	.	-0.08	918
Cc1cc(C)cc(-n2cccc2/C=C2/C(=N)N3C(=NC2=O)SN=C3S(C)(=O)=O)c1	0.41	-0.16	0.58	-1.6	-13%	0%	4.7	2.2	2.0	-0.1%	i	20	18%	-1.6	1132	0.39	1315
Cc1nn(Cc2ccc(F)cc2Cl)c(C)c1[N+](=O)[O-]	0.74	-0.27	0.63	-0.059	1.1%	-1%	4.8	3.3	10	-0.3%	i	20	3%	-0.5	1564	-0.78	1429
CCc1ccccc1NC(=O)CSc1ccsc1[N+](=O)[O-]	-0.76	-0.21	-0.85	1.2	1.2%	6%	3.5	2.6	6.1	0.7%[50 µM]	i	4	3%	.	.	0.63	1230
C=CCc1ccc(O)c(-c2ccc(O)c(CC=C)c2)c1	0.28	-0.24	0.32	0.39	0.4%	-8%	1.0	1.5	12	-1.9%	i	11	-2%	2.0	1042	-0.47	1301
O=C(NCc1ccc2c(c1)OCO2)c1ccc(Cl)c(S(=O)(=O)N2CCOCC2)c1	-0.5	-0.17	-0.1	0.48	0.1%	-5%	2.9	2.3	7.0	3.2%	i	-4	2%	-3.7	1208	-0.98	907
O=C(Nc1ccccc1)/C(=C/c1ccc([N+](=O)[O-])cc1)NC(=O)c1ccccc1	-0.19	-0.054	0.15	-0.28	-3.3%	4%	2.8	4.3	7.0	0.6%[50 µM]	i	-7	-3%	0.3	1082	0.16	1504
COCCOC(=O)C1=C(C)N=C2SCCC(=O)N2C1c1cccs1 (stereo unspecified)	1.7	-0.0018	1	-2.4	-0.1%	31%	2.8	2.4	5.4	0.4%	i	5	5%	0.7	1554	.	.
CCc1ccccc1NC(=O)c1cc2ncc(Br)cn2n1	-0.36	-0.25	-0.26	0.16	-3.1%	12%	2.5	1.0	7.2	0.1%	i	-2	11%	-12	1256	.	.
CCn1c(O)c(C=C2N=c3ccccc3=N2)sc1=S	0.32	-0.11	0.23	0.85	-2.2%	22%	2.5	3.7	5.0	0.0%	i	2	22%	-1.5	1113	0.37	1180
CCS(=O)(=O)c1ccc2oc(Nc3cc(C)cc(C)c3)nc2c1	-0.47	0.72	-0.62	-0.56	0.0%	6%	3.3	1.8	5.5	2.9%	i	-1	1%	.	.	.	.

The closing 2 records of the part above lead into the next:
SMILES	Dynein cargo inh	Dynein cargo inh cytoplasmic EGFP	Dynein cargo inh nuclear GR-EGFP	Dynein cargo inh cell count	ER stress rescue	M17LAP inhibition	MT stabilizer	MT stabilizer Hoechst-high %	MT stabilizer cytotoxicity %	UTI89 phage lysis	Autophagy HCS	Autophagy HCS cell loss 18 h	M1AAP inhibition	bCat nuc transl	bCat nuc transl cell count 5 µM	Insulin prom up	Insulin prom up cell count
CCn1c(O)c(C=C2N=c3ccccc3=N2)sc1=S	0.32	-0.11	0.23	0.85	-2.2%	22%	2.5	3.7	5.0	0.0%	i	2	22%	-1.5	1113	0.37	1180
CCS(=O)(=O)c1ccc2oc(Nc3cc(C)cc(C)c3)nc2c1	-0.47	0.72	-0.62	-0.56	0.0%	6%	3.3	1.8	5.5	2.9%	i	-1	1%	.	.	.	.
O=C(Cc1ccccc1)N1CCN(C(=O)c2ccco2)CC1	-0.7	-0.23	-0.55	1.3	2.6%	8%	3.1	1.8	8.7	0.1%	i	-8	1%	0.5	952	0.22	1222
CCOc1ccc(S(=O)(=O)Nc2ccc(S(=O)(=O)N3CCCC3)cc2)cc1	2.2	-0.24	0.98	-0.42	-1.2%	7%	2.3	1.3	5.6	-0.3%	i	-17	-4%	.	.	-1.3	973
CC1Cn2c(nnc2C23CC4CC(CC(C4)C2)C3)S1 (stereo unspecified)	-0.17	-0.32	-0.16	0.69	0.7%	-1%	1.6	2.1	0.4	5.1%	i	-7	0%	-1.9	1200	-3.1	1044
CCOC(=O)N1CCN(C(=O)c2ccc(CNS(=O)(=O)c3ccc(C)cc3)cc2)CC1	-0.79	-0.48	-0.32	0.91	0.6%	6%	2.2	1.9	7.9	0.5%	i	-3	0%	-2.4	1005	-0.17	1285
CC(=O)c1sc(NC(=O)COc2ccc([N+](=O)[O-])cc2)nc1C	-0.66	-0.24	-0.31	0.74	1.8%	14%	1.4	0.9	5.4	-0.5%	i	23	3%	-0.5	1010	.	.
CCCOc1ccc(N2C(=O)CC(N(CCc3ccccc3)C(=O)c3ccccc3)C2=O)cc1 (stereo unspecified)	0.048	-0.32	-0.011	0.27	0.4%	0%	2.7	2.1	8.0	0.1%	i	-2	4%	-1.0	1451	-0.14	1425

High-throughput results (PubChem BioAssay)
